# Cneo AK release – causes C. neoformans cell lysis; AID 651654; adenylate kinase release luminescence, 4 h; normalised: neutral wells 0, clomiphene wells 100; 360,000 compounds, 0.2% hits; lysis activity, % at 15 µM;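 active = mean lysis activity across replicates of at least 80%, whatever share of replicates individually reach that level; inactive = mean lysis activity below 80%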
#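 Signal: Adenylate kinase release luminescence | Assay system: Log-phase Cryptococcus neoformans yeast cells | Input: Cells at 5 × 10^6 per mL | Buffer or medium: Fresh YPD growth medium | Compound: Single dose | Schedule: Static 4 h at 37 °C with compound, 1 h detection | Controls: Clomiphene | Read-out: Luminescence rise reflecting yeast cell lysis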
# RAD52 anneal inh – inhibitors of human RAD52 DNA annealing; P43351; recombinant RAD52 DNA annealing, FRET fluorescence; inhibition, % at 18.7 µM; 360,000 compounds, 0.46% hits;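 active = every replicate showing at least 50% inhibition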
# RAD54 inh – inhibitors of human RAD54 branch migration; Q92698; inhibition, % at 10.4 µM; RAD54 Holliday junction branch migration, FAM/BHQ fluorescence; 360,000 compounds, 0.14% hits;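 active = mean normalized replicate activity at least 40 and at least half of replicates scoring 40 or more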;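 note: 0% = median of neutral control wells and 100% = median of positive control wells; inhibitors cause a drop in the FAM fluorescence signal; in these data hits start at about 50%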
# Target sequence (Q92698 whole entry, looked up): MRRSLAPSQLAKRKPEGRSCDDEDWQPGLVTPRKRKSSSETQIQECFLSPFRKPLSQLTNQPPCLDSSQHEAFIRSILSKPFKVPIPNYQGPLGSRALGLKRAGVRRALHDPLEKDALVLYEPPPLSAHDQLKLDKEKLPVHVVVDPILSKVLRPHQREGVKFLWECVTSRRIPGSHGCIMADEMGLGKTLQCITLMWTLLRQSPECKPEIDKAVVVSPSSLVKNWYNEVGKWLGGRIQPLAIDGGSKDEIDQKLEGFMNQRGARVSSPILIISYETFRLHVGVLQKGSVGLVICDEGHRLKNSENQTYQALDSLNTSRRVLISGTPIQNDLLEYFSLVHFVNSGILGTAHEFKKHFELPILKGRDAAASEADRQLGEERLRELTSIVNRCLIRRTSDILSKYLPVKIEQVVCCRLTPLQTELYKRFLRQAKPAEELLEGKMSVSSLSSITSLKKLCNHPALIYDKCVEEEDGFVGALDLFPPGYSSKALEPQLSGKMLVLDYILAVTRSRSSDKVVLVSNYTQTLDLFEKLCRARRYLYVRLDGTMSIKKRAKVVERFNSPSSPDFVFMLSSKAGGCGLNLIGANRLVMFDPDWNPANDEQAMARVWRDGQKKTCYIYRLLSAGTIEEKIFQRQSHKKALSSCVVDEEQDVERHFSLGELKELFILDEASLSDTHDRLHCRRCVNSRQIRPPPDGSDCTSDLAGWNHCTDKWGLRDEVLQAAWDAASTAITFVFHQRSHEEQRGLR
# PglD inh – inhibitors of Campylobacter jejuni PglD acetyltransferase | purified PglD enzyme, DTNB colorimetric CoA detection | inhibition, % at 12.5 µM | 360,000 compounds, 0.098% hits; in the data active = inhibition above about 16%, passing the limit was not always enough; note: strong numbers were not always called active
# E-selectin induc – E-selectin induction on HUVECs | HUVEC E-selectin immunofluorescence imaging; normalized: neutral wells 0, TNF-alpha wells 100 | activation, % at 7.58 µM | 260,000 compounds, 0.37% hits;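 active = mean E-selectin-positive cell signal at least 10% of the positive control, reached in at least 60% of replicates, without over 20% cell loss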;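 note: in these data hits start at about 27%; measured in HUVEC primary endothelial cells; signal is the percent of cells scored E-selectin positive by PE staining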
#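 System: HUVEC / Compound: single concentration / Signal: immunofluorescence imaging / Read-out: percent E-selectin-positive cells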
# ERAP1 HTS inh – inhibitors of human ERAP1 aminopeptidase; inhibition, % at 10.7 µM; recombinant ERAP1, Leu-AMC fluorescence, 60 min; Q9NZ08; 340,000 compounds, 0.15% hits; AID 652197;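 active = mean replicate inhibition of at least 30%, or all replicates individually reaching that 30% level; inactive = mean below 30% and not every replicate reaching it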;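 note: 0% = neutral control wells and 100% = L-leucinethiol positive control wells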
# miR-122 sensor – inhibitors of miR-122 in Huh7 cells | Huh7 miR-122 Renilla luciferase sensor, 48 h; neutral wells = 0, positive control = 100 | activation (reporter increase), % at 12.5 µM | 340,000 compounds, 0.3% hits;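 active = mean replicate activation score at least 90 and every replicate individually at or above 90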;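 note: higher luciferase means less miR-122 activity so hits act as miR-122 inhibitors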
# PGC1a acetyl inh – modulators of PGC1a acetylation | U2OS PGC1a acetylation, AlphaScreen anti-acetyl-lysine; with virally co-expressed GCN5 acetyltransferase | inhibition, % at 15.6 µM | 350,000 compounds, 0.17% hits;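 active = every replicate shows inhibition of at least 40%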;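 note: 0% = neutral control wells and 100% = positive control wells; some results beyond the cut were filed as inactive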
# Starred values were filed as active, the others as inactive; · = no result given; [ ] = remark or other dose.
SMILES,Cneo AK release,RAD52 anneal inh,RAD54 inh,PglD inh,E-selectin induc,ERAP1 HTS inh,miR-122 sensor,PGC1a acetyl inh
O=C(CN1CCc2cc3c(cc2C1)OCCCO3)Nc1ccccc1,-2,-4,-13,-2,·,6,42,-1
CC(=O)N(C)C[C@H]1Oc2cc(C#CC(C)(C)O)ccc2S(=O)(=O)N([C@H](C)CO)C[C@H]1C,-3,-8,7,1,-0.3,-1,4[16.7 µM],1
CCSc1nnc(NC(=O)[C@H](C)N2C(=O)C3CC=CCC3C2=O)s1 (stereo partly drawn),0,-19,0,0,0.1,0,-6,0
O=C(CSc1nc2ncc(Cl)cc2[nH]1)NCCc1ccc(F)cc1,2,-27,2,-3,-0.6,2,-4,·
CS(=O)(=O)N1[C@H](CO)[C@@H](c2ccc(-c3ccccc3F)cc2)[C@@H]1C#N,-1,-46,-10,-2,0.0,-1,·,7
O=C(Nc1ccccc1F)N1CC(=O)N2[C@H](C1)[C@@H](c1ccc(-c3cccnc3)cc1)[C@@H]2CO,·,-4,·,·,-0.1,2,·,6
COCCNC(=O)C1Cc2c(-c3ccc(NC(C)=O)cc3)ccnc2O1 (stereo not drawn),0,-6,4,-1,-0.5,3,-2,9
CCCNC(=O)N1CC2(C1)CN(C(=O)CC1CC1)[C@@H](CO)c1c2c2ccc(OC)cc2n1C,·,12,·,·,0.2,2,·,3
C=CCOc1ccc(/C=N/NC(=O)C(C)Sc2ccccn2)cc1OC (stereo not drawn),22,-13,-5,0,-0.1,-1,-6,-5
CCCn1c(O)c(N=Nc2ccc3ccccc3n2)c2ccccc21,7,-85,-8,6,0.0,-3,-3,-12
CCN1C(=O)CC(NNC(=O)c2ccc(Cl)cc2)C1=O (stereo not drawn),1,·,9,-4,·,·,8,13
Cc1ccc(/C=N\Nc2nc3ccc(Cl)cc3[nH]2)o1,11,-17,-2,4,·,5,-1,-9
COc1ccc([Si](C)(C)[C@H]2[C@H](CCn3cc([C@H](O)c4ccccc4)nn3)O[C@@]3(C(=O)N(Cc4ccc(N5CCC5=O)cc4)c4ccccc43)[C@@H]2C)cc1,-1,7,4,1,·,3,·,0
COC(=O)c1cccc(NC(=O)CSc2nnc(COc3ccccc3)n2C)c1,0,·,-10,·,·,·,3,11
CC(C)NC(=O)c1ccc2c(c1)N(CC(=O)N1CCOCC1)C(=O)C(C)(C)O2,-7,·,-1,0,·,·,-3,2
CO[C@@H]1CN(C)C(=O)c2cc(NC(C)=O)ccc2OC[C@@H](C)N(Cc2ccc(-c3ccccn3)cc2)C[C@H]1C,-6,15,-10,2,0.2,2,·,1
O=C1c2ccccc2C(O)(c2ccccc2)N1C1CC1 (stereo not drawn),0,-17,-9,0,2.5,-4,-5,1
CC1CCCC(C)N1C(=O)COC(=O)COc1ccccc1C#N (stereo not drawn),-3,-10,-4,-1,·,0,1,10
O=C(N1CCN(c2ccccn2)CC1)N1c2ccccc2Sc2ccccc21,1,·,-9,7,·,·,41,·
CC(C)NC(=O)N(C)C[C@H]1Oc2ccc(NC(=O)Nc3cccc4ccccc34)cc2C(=O)N([C@@H](C)CO)C[C@@H]1C,0,-6,1,-1,0.0,-2,-7[16.7 µM],3

# Five entries from above, sorted by heavy-atom count, ascending:
SMILES,Cneo AK release,RAD52 anneal inh,RAD54 inh,PglD inh,E-selectin induc,ERAP1 HTS inh,miR-122 sensor,PGC1a acetyl inh
CCSc1nnc(NC(=O)[C@H](C)N2C(=O)C3CC=CCC3C2=O)s1 (stereo partly drawn),0,-19,0,0,0.1,0,-6,0
CS(=O)(=O)N1[C@H](CO)[C@@H](c2ccc(-c3ccccc3F)cc2)[C@@H]1C#N,-1,-46,-10,-2,0.0,-1,·,7
O=C(N1CCN(c2ccccn2)CC1)N1c2ccccc2Sc2ccccc21,1,·,-9,7,·,·,41,·
COC(=O)c1cccc(NC(=O)CSc2nnc(COc3ccccc3)n2C)c1,0,·,-10,·,·,·,3,11
COc1ccc([Si](C)(C)[C@H]2[C@H](CCn3cc([C@H](O)c4ccccc4)nn3)O[C@@]3(C(=O)N(Cc4ccc(N5CCC5=O)cc4)c4ccccc43)[C@@H]2C)cc1,-1,7,4,1,·,3,·,0

# (list continues)
SMILES,Cneo AK release,RAD52 anneal inh,RAD54 inh,PglD inh,E-selectin induc,ERAP1 HTS inh,miR-122 sensor,PGC1a acetyl inh
O=C(Nc1nnc(-c2ccc3c(c2)CCCC3)o1)c1ccc(Cl)cc1Cl,1,-14,6,0,0.2,6,-6,8
COc1ccc(CCNC(=O)C(=O)NCc2ccccc2C)cc1OC,0,-9,-4,-1,-0.2,2,-5,·
CCN1C(=NCc2cccc(Cl)c2)N[C@@H](c2cccc(F)c2)C(C(=O)OC)=C1C,5,-6,9,2,0.0,2,·,·
CC(=O)NC(C)c1nc2ccccc2n1Cc1ccccc1F (stereo not drawn),-1,·,-6,3,0.5,·,-1,7
O=c1c2c3c(sc2ncn1/N=C/c1ccncc1)CCCC3,1,-13,4,6,3.0,-8,7,5
COc1ccc(-c2c(C#N)cnc(C)c2C)c(O)c1OC,0,4,-3,0,-0.2,4,-4,11
CC(C)N(Cc1ccccc1)C(=S)NC1CCCCC1,·,-9,·,·,-0.1,-4,·,-6
O=C(CSc1nc2ncc(Cl)cc2[nH]1)Nc1cccc(F)c1,4,-9,3,2,·,0,-5,-8
CC(C)NC(=O)N(C)C[C@@H]1Oc2ccc(NC(=O)Nc3ccccc3)cc2CC(=O)N([C@H](C)CO)C[C@@H]1C,-3,-16,11,5,·,-1,-5[16.7 µM],2
CCCCNC(=O)C1(C)CCCCN1C(=O)c1ccc2ccccc2n1 (stereo not drawn),0,1,6,2,0.0,-1,-4,3
O=C(O)CC1(CC(=O)NCc2ccc(Cl)cc2)CCCCC1,2,-14,-9,1,-0.4,-2,-1,-8
O=C(c1ccccc1)c1ccccc1C(=O)N1CCN(Cc2ccccc2F)CC1,0,-3,-14,-2,·,-1,-7,·
C[C@@H]1CN([C@H](C)CO)C(=O)Cc2cc(NC(=O)Nc3ccc(C(F)(F)F)cc3)ccc2O[C@@H]1CN(C)C(=O)Nc1cccc2ccccc12,-1,-4,1,7,-13,-6,112*[16.7 µM],5
O=C(CC1CC1)N1CC(=O)N2[C@H](C1)[C@H](c1ccc(-c3ccccc3)cc1)[C@@H]2CO,·,8,·,·,0.2,0,·,3
Cn1nnnc1SCc1csc(C2C(C#N)=C(N)OC3=C2C(=O)CCC3)c1 (stereo not drawn),-4,-14,1,1,·,-1,-2,4
COc1cc(/C=C\C(=O)OCn2nnc3ccccc3c2=O)cc(OC)c1OC,1,0,3,-2,0.0,1,0,·
C[C@@H]1CCCCO[C@@H](CN(C)C)[C@H](C)CN([C@H](C)CO)C(=O)c2cc(NC(=O)CCCCCC(=O)Nc3ccccc3N)ccc2O1,-1,19,4,1,-0.1,-2,2[16.7 µM],8
COc1ccc(NC(=O)Nc2ccc3c(c2)C(=O)N([C@H](C)CO)C[C@H](C)[C@@H](CN(C)Cc2ccccc2)OCCCC[C@H](C)O3)cc1,4,48,2,-1,0.0,-3,-2[16.7 µM],2
CS(=O)(=O)Nc1cccc(-c2cn3c(n2)SCC3)c1,-2,-2,-6,1,·,26,1,-23
CCCCC(=O)Nc1nn(C)c2nc3c(C)cccc3cc12,1,·,0,-3,·,·,8,-7

# Limited to ERAP1 HTS inh and Cneo AK release, for some of the entries so far:
compound | ERAP1 HTS inh | Cneo AK release
CC(C)NC(=O)N(C)C[C@@H]1Oc2ccc(NC(=O)Nc3ccccc3)cc2CC(=O)N([C@H](C)CO)C[C@@H]1C | -1 | -3
CC(C)N(Cc1ccccc1)C(=S)NC1CCCCC1 | -4 | ·
O=C(c1ccccc1)c1ccccc1C(=O)N1CCN(Cc2ccccc2F)CC1 | -1 | 0

# New compounds follow
SMILES,Cneo AK release,RAD52 anneal inh,RAD54 inh,PglD inh,E-selectin induc,ERAP1 HTS inh,miR-122 sensor,PGC1a acetyl inh
CCCCN1C(=N)N([C@@H](CN2CCC[C@H]2CN2C(N)=NC[C@@H]2Cc2ccccc2)C(C)C)C[C@H]1Cc1ccccc1,-2,17,2,3,-0.1,7,·,·
O=C(Nc1ccc(C(=O)N2CCOCC2)cc1)C1CCC1,1,-2,1,0,-0.2,-3,4,2
COc1ccc(S(=O)(=O)N(C)C[C@@H]2OCCCC[C@H](C)Oc3ccc(NC(=O)CCCN(C)C)cc3C(=O)N([C@H](C)CO)C[C@H]2C)cc1,-1,16,12,-2,0.5,-2,2[16.7 µM],-7
COCC(=O)Nc1ccc2c(c1)C(=O)N(C)C[C@@H](OC)[C@H](C)CN(CCC(F)(F)F)[C@@H](C)CO2,54,-1,-2,-4,0.0,4,4[16.7 µM],14
CCCNC(=O)N(C)C[C@@H]1Oc2cc(Br)ccc2S(=O)(=O)N([C@@H](C)CO)C[C@@H]1C,-2,0,3,7,0.1,-2,6[16.7 µM],-22
Cc1cc(N/N=C/c2ccccc2)nc(N2CCOCC2)n1,1,-4,-1,0,·,·,-2,-6
CS(=O)(=O)Nc1ccc2c(c1)[C@H]1C[C@H](CC(=O)NCc3ccc(Cl)cc3)O[C@@H](CO)[C@H]1O2,-12,-12,1,-1,0.0,2,-6[16.7 µM],0
COc1cccc(CNC(=O)c2c[nH]n3c(=O)c(Cl)c(C)nc23)c1,3,·,-18,-5,·,·,-4,·
Cc1cccc(N2CCN(S(=O)(=O)c3ccc(S(=O)(=O)N4CCCC4)cc3)CC2)c1C,-2,·,7,-5,·,·,-6,-1
COc1c(/C=N/NC(=O)c2ccncc2)c(CCN(C)C(C)=O)cc2c1OCO2,-2,-7,-5,0,-0.1,·,·,7
COc1cc(NC(=O)N2CCNC2=O)cc(C(=O)Nc2cccc(C(F)(F)F)c2)c1,1,-3,2,6,2.0,-5,·,·
CCOC(=O)CSc1nnc(-c2ccc(S(=O)(=O)N3CCC(C)CC3)cc2)o1,1,·,-1,3,·,·,-14,7
O=C(C[n+]1ccc2c(c1)nnn2-c1ccccc1)c1ccc(Cl)cc1,3,4,4,-5,1.1,-3,-3,5
CCOC(=O)Cc1csc(NC(=O)c2cc3c(s2)CCCC3)n1,-1,·,-4,-1,·,·,·,13
c1cncc(-c2nc(-c3ccc4c(c3)OCCO4)cs2)c1,-5,-7,8,2,-0.1,1,9,-1
CC1(C)C2CCC13CS(=O)(=O)NC3C2 (stereo not drawn),-4,·,-6,5,·,·,-1,-2
CC(C)c1cc(C(=O)Nc2ccc3c(c2)OCO3)no1,-6,-69,2,-5,1.1,-1,14,0
C[C@H]1CN([C@@H](C)CO)C(=O)c2c(c3ccccc3n2C)-c2ccccc2CO[C@H]1CN(C)S(=O)(=O)c1ccc(C#N)cc1,-1,8,-2,4,-0.4,-1,·,1
O=C(CN1C(=O)c2ccccc2C1=O)OCC(=O)N1CCc2ccccc2C1,-2,·,-5,4,·,·,1,3
Cc1ccc(S(=O)(=O)Cc2sc3ccccc3[n+]2C)cc1,·,-28,·,·,·,-1,21,-9
C/C(=N\NC(=O)c1cccc(S(=O)(=O)N2CCCC2)c1)c1ccncc1,0,4,-13,-2,-1.7,0,1,-1
O=c1[nH]c2cc3c(cc2cc1CN(Cc1ccc2c(c1)OCO2)Cc1nnnn1CC1CCCO1)OCO3 (stereo not drawn),-1,·,-1,-1,·,·,11,-10
O=S(=O)(Nc1ccccc1Cl)c1ccc(NS(=O)(=O)c2cccs2)cc1,4,-9,-8,-2,4.7,6,-3,·
Cc1cccc(S(=O)(=O)Nc2ccncc2)c1,1,-9,-10,-6,·,-4,-4,4
Cc1ccc(C)c(OCCC(=O)OCc2csc(CC(=O)Nc3ccccc3C)n2)c1,1,-9,0,0,-0.2,5,-3,·
CC(COc1ccccc1)OC(=O)Nc1ccccc1 (stereo not drawn),-2,-13,-8,-1,0.8,1,8,·
CC(C)C#Cc1cnc2c(c1)C(=O)N([C@@H](C)CO)C[C@@H](C)[C@@H](CN(C)Cc1cncnc1)O2,1,-3,-2,-8,-0.1,11,4[16.7 µM],0

# Source: PubChem BioAssay (Broad Institute)
